core dimer inh – HCV core protein dimerization inhibition | TR-FRET GST/Flag-core106 dimerization, 1536-well | inhibition, % at 5 µM | 300,000 tested, 0.33% active | AID 1899;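 active = inhibition above the mean of all tested compounds plus 3 SD, set per screening campaign, cut at about 45% in these data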
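Assay system – GST-tagged and Flag-tagged HCV core protein residues 1-106 · Quantity – core106 proteins, GST 13.5 nM and Flag 17 nM · Benchmarks – unlabelled core106 and no-GST-core106 wells · Read-out basis – percent inhibition of core106 dimerization signal · Detection – time-resolved FRET, ex 340 nm, em 617 and 671 nm · Schedule – 4 h at 22.5 °C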
proCasp7 act – counter-screen: procaspase-7 (human) activation. recombinant procaspase-7, Ac-DEVD-pNA absorbance 405 nm; D23A/D198A/D206A triple mutant, cannot self-cleave; scale: DMSO 0, 5 µM enzyme 100. activation, % at 8.5 µM. 330,000 tested, 0.093% active;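 active = percent activation above the screen-wide mean plus 3 SD, cut at about 25% in these data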
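Test system: Procaspase-7 triple mutant (PC-7 D3A). Also added: Ac-DEVD-pNA substrate, 400 µM as added. Schedule: 1 h enzyme–compound preincubation and 2 h substrate reaction, both 25 °C. Signal: p-Nitroaniline absorbance at 405 nm, read at 0 and 120 min. Control set: low DMSO alone, high DMSO plus 5 µM PC-7.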
GRK2 inh – blocks RNA aptamer binding to human GRK2. inhibition of aptamer binding, % at 10 µM. bead flow cytometry, FAM-aptamer displacement from GRK2. 330,000 tested, 0.59% active. P25098. AID 488847;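 active = inhibition of aptamer binding above 40%, roughly 3 SD of noise, on plates passing a quality check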;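 note: median bead fluorescence of bound FAM aptamer so fluorescent compounds give negative values; no value below 0 was filed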
procasp3 activ – activators of human procaspase-3. recombinant procaspase-3 D3A, Ac-DEVD-pNA absorbance 405 nm. 330,000 tested, 0.11% active. activation, % at 8.5 µM;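 active = activation above the mean of all tested compounds plus 3 SD, cut at about 21% in these data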;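 note: 0% = DMSO alone and 100% = DMSO wells spiked with extra 5 µM PC-3 D3A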
Target sequence (P42574 whole entry D9A/D28A/D175A): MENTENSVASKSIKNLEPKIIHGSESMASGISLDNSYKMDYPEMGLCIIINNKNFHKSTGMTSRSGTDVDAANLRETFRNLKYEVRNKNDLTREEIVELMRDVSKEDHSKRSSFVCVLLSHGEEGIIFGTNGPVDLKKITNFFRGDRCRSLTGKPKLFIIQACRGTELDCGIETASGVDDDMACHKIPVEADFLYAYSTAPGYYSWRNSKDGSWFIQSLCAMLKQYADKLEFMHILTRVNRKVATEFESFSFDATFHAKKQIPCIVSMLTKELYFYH
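Assay system – Procaspase-3 D3A mutant, all three cleavage aspartates alanine · Controls – DMSO-only low control, 5 µM PC-3 D3A high control · Schedule – 1 h compound preincubation, 2 h substrate hydrolysis at 25 °C · Signal – 405 nm absorbance of p-nitroaniline, reads at 0 and 120 min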
PP1 counter – blocks human PP1-alpha phosphatase, a PP5 counter-screen; purified PP1alpha, OMFP fluorescence; inhibition, % at 6.7 µM; 320,000 tested, 0.9% active;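 active = inhibition above the mean inhibition of all tested compounds plus 3 SD, computed separately for each screening campaign, cut at about 15% in these data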
Target sequence (P62136 whole entry, looked up): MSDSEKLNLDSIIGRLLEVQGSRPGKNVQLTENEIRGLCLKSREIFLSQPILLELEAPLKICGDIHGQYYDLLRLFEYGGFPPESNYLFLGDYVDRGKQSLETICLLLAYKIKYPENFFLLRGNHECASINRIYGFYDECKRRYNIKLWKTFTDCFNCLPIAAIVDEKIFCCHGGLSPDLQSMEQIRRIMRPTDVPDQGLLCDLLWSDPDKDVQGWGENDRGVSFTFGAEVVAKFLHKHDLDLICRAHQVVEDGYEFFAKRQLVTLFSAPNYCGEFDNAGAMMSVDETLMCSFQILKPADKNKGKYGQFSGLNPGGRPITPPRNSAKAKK
PP5 primary – inhibitors of human protein phosphatase 5 (PP5); 320,000 tested, 0.18% active; purified PP5c, OMFP substrate fluorescence; inhibition, % at 6.7 µM; AID 1987; P53041;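 active = inhibition above the campaign's mean inhibition across all tested compounds plus 3 SD, cut at about 9.5% in these data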;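 note: 0% = DMSO only and 100% = 100 µM cantharidin control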
VLA-4 inh – inhibition in a human VLA-4 binding assay; P13612; VLA-4 expressing cells, ligand binding flow cytometry; inhibition, % (about 7 µM as worked out from the volumes in the protocol); 330,000 tested, 0.2% active; in the data active = inhibition above about 50%
GASC-1 inh – inhibitors of human GASC-1 (JMJD2C) demethylase; 330,000 tested, 0.069% active; GST-JMJD2C(1-420) H3K9me3 demethylation, DELFIA europium; inhibition, % at 2.35 µM;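 active = more than half of a compound's replicate wells show inhibition beyond 50%, single wells judged on their own value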;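 note: signal counts dimethyl H3K9 product captured on neutravidin plate; 0% = median of DMSO wells and 100% = 0.3 times that DMSO median; strong numbers were not always called active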
Target sequence (Q9H3R0 1-420 limits assumed): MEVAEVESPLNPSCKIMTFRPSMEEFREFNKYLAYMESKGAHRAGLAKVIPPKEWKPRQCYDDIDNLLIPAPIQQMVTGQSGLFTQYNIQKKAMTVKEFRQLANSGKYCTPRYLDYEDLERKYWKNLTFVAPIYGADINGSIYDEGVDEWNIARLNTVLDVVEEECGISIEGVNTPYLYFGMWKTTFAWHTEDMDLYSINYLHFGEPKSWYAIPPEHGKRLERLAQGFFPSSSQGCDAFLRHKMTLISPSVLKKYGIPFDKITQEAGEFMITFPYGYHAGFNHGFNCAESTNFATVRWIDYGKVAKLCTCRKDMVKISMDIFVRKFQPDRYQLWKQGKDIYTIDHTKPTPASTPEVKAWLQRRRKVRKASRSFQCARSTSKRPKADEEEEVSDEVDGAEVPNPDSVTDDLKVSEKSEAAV
CTSL1 counter – counter-screen for PFM18AAP inhibitors: inhibitors of F. hepatica cathepsin L1; recombinant F. hepatica cathepsin L1, Z-Leu-Arg-MCA fluorescence; inhibition, % at 5.96 µM; 300,000 tested, 0.49% active;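 active = inhibition above the mean of all tested compounds plus 3 SD, set per screening campaign, cut at about 17% in these data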;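 note: 0% = plate median of test compound wells and 100% = 1 µM Z-Phe-Ala-diazomethylketone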
Starred values were filed as active, the others as inactive; & = joins results of further samples.

What do the screens show for `Cc1ccc(CNc2ncnc3cc(Cl)ccc23)o1`?
core dimer inh: 1; proCasp7 act: 16; GRK2 inh: 3; procasp3 activ: -4; PP1 counter: -3; PP5 primary: 0.9; VLA-4 inh: 9; GASC-1 inh: 4; CTSL1 counter: 0

What do the screens show for `COc1cc(CN2CCCC(C(=O)c3ccccc3SC)C2)cc(OC)c1` (stereo not drawn)?
core dimer inh: -9; proCasp7 act: 4; GRK2 inh: 0; procasp3 activ: 0; PP1 counter: 5; PP5 primary: 0.3; VLA-4 inh: 9; GASC-1 inh: 7; CTSL1 counter: 5

How did CCN(CC)S(=O)(=O)c1cc([N+](=O)[O-])ccc1NNC(=O)Nc1ccccc1OC do in these assays?
core dimer inh: 8; proCasp7 act: -4; GRK2 inh: 2; procasp3 activ: 1; PP1 counter: -3; PP5 primary: 2.2; VLA-4 inh: -7; GASC-1 inh: 10; CTSL1 counter: 0

How did CCOc1ccc(CNC23CN4CN(CN(C4)C2)C3)cc1 do in these assays?
core dimer inh: 3; proCasp7 act: -4; GRK2 inh: 0; procasp3 activ: -7; PP1 counter: -1; PP5 primary: -0.2; VLA-4 inh: 13; GASC-1 inh: 6; CTSL1 counter: 3

What do the screens show for `O=C(CNC(=O)c1ccccc1Cl)NCCc1cccs1`?
proCasp7 act: -4; GRK2 inh: 1; procasp3 activ: 7; VLA-4 inh: 10; GASC-1 inh: 0

How did O=C(NCCCCNC(=O)c1c(F)c(F)c(F)c(F)c1F)c1c(F)c(F)c(F)c(F)c1F do in these assays?
core dimer inh: -1; proCasp7 act: 6; GRK2 inh: 9; procasp3 activ: -9; PP1 counter: -2; PP5 primary: -0.1; VLA-4 inh: -1; GASC-1 inh: 7&12; CTSL1 counter: 0

How did CCS(=O)(=O)N(CC(=O)Nc1cccc2ccccc12)c1ccc(OC)cc1 do in these assays?
proCasp7 act: 2; GRK2 inh: 3; procasp3 activ: 8; PP1 counter: -2; PP5 primary: 1.2; VLA-4 inh: 18; GASC-1 inh: 0

How did CCOc1ccccc1N(C(=O)CNC(=O)c1ccco1)C(C(=O)NC1CCCC1)c1ccncc1 (stereo not drawn) do in these assays?
core dimer inh: -5; proCasp7 act: 7; GRK2 inh: 0; procasp3 activ: -10; PP1 counter: 1; PP5 primary: 3.6; VLA-4 inh: 1; GASC-1 inh: -19; CTSL1 counter: -6

What do the screens show for `Cc1cc2c(cc1S(=O)(=O)N1CCc3ccccc31)NC(=O)CO2`?
core dimer inh: 2; proCasp7 act: -5; GRK2 inh: 73*; procasp3 activ: -2; PP1 counter: 2; PP5 primary: -1.9; VLA-4 inh: 26; GASC-1 inh: -6; CTSL1 counter: -1

Results for CC1=Nc2ccc(C)cc2/C1=C/c1c(N)n2nc(CC(=O)N3CCOCC3)sc2nc1=O ?
core dimer inh: -10; proCasp7 act: -6; GRK2 inh: 0; procasp3 activ: 2; PP1 counter: -2; PP5 primary: 2.3; VLA-4 inh: -2; GASC-1 inh: -3; CTSL1 counter: 0

Pulled by compound from the entries so far, 3 records:
How did CCOc1ccccc1N(C(=O)CNC(=O)c1ccco1)C(C(=O)NC1CCCC1)c1ccncc1 (stereo not drawn) do in these assays?
core dimer inh: -5; proCasp7 act: 7; GRK2 inh: 0; procasp3 activ: -10; PP1 counter: 1; PP5 primary: 3.6; VLA-4 inh: 1; GASC-1 inh: -19; CTSL1 counter: -6

Results for CC1=Nc2ccc(C)cc2/C1=C/c1c(N)n2nc(CC(=O)N3CCOCC3)sc2nc1=O ?
core dimer inh: -10; proCasp7 act: -6; GRK2 inh: 0; procasp3 activ: 2; PP1 counter: -2; PP5 primary: 2.3; VLA-4 inh: -2; GASC-1 inh: -3; CTSL1 counter: 0

What do the screens show for `Cc1cc2c(cc1S(=O)(=O)N1CCc3ccccc31)NC(=O)CO2`?
core dimer inh: 2; proCasp7 act: -5; GRK2 inh: 73*; procasp3 activ: -2; PP1 counter: 2; PP5 primary: -1.9; VLA-4 inh: 26; GASC-1 inh: -6; CTSL1 counter: -1

(listing goes on)
How did CC1CCC(NC(=O)c2ccc(NC3=NC4CS(=O)(=O)CC4S3)cc2)CC1 (stereo not drawn) do in these assays?
core dimer inh: 4; proCasp7 act: -3; GRK2 inh: 0; procasp3 activ: 6; PP1 counter: 2; PP5 primary: 1.5; VLA-4 inh: 1; GASC-1 inh: 6; CTSL1 counter: -5

Results for COc1ccc(-c2c3c(=O)n(C)c(=O)n(C)c3cn2C2CCCCC2)cc1 ?
core dimer inh: 2; proCasp7 act: -3; GRK2 inh: 3; procasp3 activ: -5; PP1 counter: 1; PP5 primary: 1.5; VLA-4 inh: 19; GASC-1 inh: -1; CTSL1 counter: -3

What do the screens show for `O=C(Nc1ccccc1-c1ccccc1)c1ccc(NC(=O)c2ccco2)cc1`?
core dimer inh: 2; proCasp7 act: 2; GRK2 inh: 3; procasp3 activ: 0; PP1 counter: 7; PP5 primary: 2.9; VLA-4 inh: -17; GASC-1 inh: -129; CTSL1 counter: 0

How did CSCCC1C(C#N)=C(N)Oc2n[nH]c(-c3cccs3)c21 (stereo not drawn) do in these assays?
core dimer inh: 12; proCasp7 act: -13; GRK2 inh: 7; procasp3 activ: -8; PP1 counter: 7; PP5 primary: -2.8; VLA-4 inh: 15; GASC-1 inh: 14; CTSL1 counter: 1

How did COc1ccc(C(C(=O)NC2CCCC2)N2CCc3ccccc32)cc1 (stereo not drawn) do in these assays?
core dimer inh: 20; proCasp7 act: 7; GRK2 inh: 0; procasp3 activ: -1; PP1 counter: -2; PP5 primary: -1.1; VLA-4 inh: -20; GASC-1 inh: -7; CTSL1 counter: -4

What do the screens show for `CCOC(=O)CC(=O)NC(C)(C)CCCCC(C)(C)NC(=O)CC(=O)OCC`?
core dimer inh: -2; proCasp7 act: 3; GRK2 inh: 4; procasp3 activ: -1; PP1 counter: -4; PP5 primary: 0.0; VLA-4 inh: 8; GASC-1 inh: -12; CTSL1 counter: -2

Results for COc1ccc(CCNC(=O)/C=C/c2ccc(C)cc2)cc1OC ?
core dimer inh: -1; proCasp7 act: 8; GRK2 inh: 2; procasp3 activ: -7; PP1 counter: 0; PP5 primary: 1.4; VLA-4 inh: 1; GASC-1 inh: -4; CTSL1 counter: -1

Results for O=c1[nH]c2c(c3c1CCCC3)CCCC2 ?
core dimer inh: -8; proCasp7 act: 10; GRK2 inh: 1; procasp3 activ: 8; PP1 counter: 0; PP5 primary: 2.2; VLA-4 inh: 16; GASC-1 inh: -3; CTSL1 counter: -2

How did CC(Sc1nnc2c(n1)C1CCC2(C)C1(C)C)C(=O)Nc1ccccc1 (stereo not drawn) do in these assays?
core dimer inh: -12; proCasp7 act: 1; GRK2 inh: 0; procasp3 activ: 1; PP1 counter: -1; PP5 primary: -1.5; VLA-4 inh: 16; GASC-1 inh: 0; CTSL1 counter: -1

Results for COC(=O)c1ccc(S(=O)(=O)N2CCN(C)CC2)n1C ?
core dimer inh: 1; proCasp7 act: 3; GRK2 inh: 1; procasp3 activ: 7; PP1 counter: -9; PP5 primary: 0.8; VLA-4 inh: -2; GASC-1 inh: 26; CTSL1 counter: -5

How did Cc1oc(-c2ccccc2Cl)nc1CS(=O)CC(=O)NCCCN1CC(C)CC(C)C1 (stereo not drawn) do in these assays?
core dimer inh: 4; proCasp7 act: -10; GRK2 inh: 0; procasp3 activ: 6; PP1 counter: -3; PP5 primary: 0.1; VLA-4 inh: 2; GASC-1 inh: 26; CTSL1 counter: 0

Results for COc1ccccc1NS(=O)(=O)c1ccc2oc(SCc3ccc(C#N)cc3)nc2c1 ?
core dimer inh: 1; proCasp7 act: 2; GRK2 inh: 2; procasp3 activ: -2; PP1 counter: 2; PP5 primary: 3.1; VLA-4 inh: -13; GASC-1 inh: 1; CTSL1 counter: -1

Results for O/N=C/c1cc(Br)ccc1OCc1cccc(F)c1 ?
core dimer inh: 3; proCasp7 act: 0; GRK2 inh: 1; procasp3 activ: -14; PP1 counter: 7; PP5 primary: -0.2; VLA-4 inh: 7; GASC-1 inh: 10; CTSL1 counter: 0

How did Cc1cc(N2CCN(c3ccccc3)CC2)nc(-n2nc(C)cc2C)n1 do in these assays?
core dimer inh: 7; proCasp7 act: 6; GRK2 inh: 2; procasp3 activ: -3; PP1 counter: 11; PP5 primary: 4.6; VLA-4 inh: -19; GASC-1 inh: 3; CTSL1 counter: -1

What do the screens show for `O=C1OCC2=C1C(c1ccc3c(c1)OCO3)Sc1ccccc1N2` (stereo not drawn)?
core dimer inh: 5; proCasp7 act: 5; GRK2 inh: 1; procasp3 activ: -3; PP1 counter: -2; PP5 primary: 2.1; VLA-4 inh: -6; GASC-1 inh: -1; CTSL1 counter: -4

What do the screens show for `Cc1ccc2c(c1)/C(=C/c1ccc(F)cc1)C(=O)N2`?
core dimer inh: 0; proCasp7 act: 2; GRK2 inh: 0; procasp3 activ: -7; PP1 counter: 3; PP5 primary: 7.5; VLA-4 inh: 15; GASC-1 inh: 3; CTSL1 counter: 0

What do the screens show for `COC(=O)CSc1nc(-c2ccccc2)nc2ccccc12`?
core dimer inh: 9; proCasp7 act: -1; GRK2 inh: 2; procasp3 activ: 6; PP1 counter: -1; PP5 primary: 1.9; VLA-4 inh: 1; GASC-1 inh: 0; CTSL1 counter: 6

Results for O=C(Nc1cccc(NC(=O)c2ccco2)c1)c1ccc2c(c1)OCO2 ?
core dimer inh: 0; proCasp7 act: -2; GRK2 inh: 6; procasp3 activ: 2; PP1 counter: -1; PP5 primary: -0.4; VLA-4 inh: 0; GASC-1 inh: -2; CTSL1 counter: 5

What do the screens show for `Cn1cccc1/C=N/NC(=O)c1cccnc1`?
core dimer inh: -1; proCasp7 act: 8; GRK2 inh: 3; procasp3 activ: 0; PP1 counter: -4; PP5 primary: 0.1; VLA-4 inh: 10; GASC-1 inh: -3; CTSL1 counter: 2

What do the screens show for `O=C(Nc1ccc(F)cc1)C1CCC(N2C(=O)c3ccccc3C2=O)CC1` (stereo not drawn)?
core dimer inh: 3; proCasp7 act: 7; GRK2 inh: 2; procasp3 activ: 5; PP1 counter: -2; PP5 primary: 0.1; VLA-4 inh: 8; GASC-1 inh: 2; CTSL1 counter: 1
